TbREL1 inh – TbREL1 inhibition, primary screen; inhibition, % at 9.66 µM; actives 0.49% (n = 89,000); TbREL1 RNA ligation, FRET fluorescence; AID 1117264; P86926;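 active means inhibition above the mean inhibition across all screened compounds plus 3 SD, cut at about 11% in these data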;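 further: 0% = plate median of test wells and 100% = NSC42067 control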
Target sequence (P86926 whole entry, looked up): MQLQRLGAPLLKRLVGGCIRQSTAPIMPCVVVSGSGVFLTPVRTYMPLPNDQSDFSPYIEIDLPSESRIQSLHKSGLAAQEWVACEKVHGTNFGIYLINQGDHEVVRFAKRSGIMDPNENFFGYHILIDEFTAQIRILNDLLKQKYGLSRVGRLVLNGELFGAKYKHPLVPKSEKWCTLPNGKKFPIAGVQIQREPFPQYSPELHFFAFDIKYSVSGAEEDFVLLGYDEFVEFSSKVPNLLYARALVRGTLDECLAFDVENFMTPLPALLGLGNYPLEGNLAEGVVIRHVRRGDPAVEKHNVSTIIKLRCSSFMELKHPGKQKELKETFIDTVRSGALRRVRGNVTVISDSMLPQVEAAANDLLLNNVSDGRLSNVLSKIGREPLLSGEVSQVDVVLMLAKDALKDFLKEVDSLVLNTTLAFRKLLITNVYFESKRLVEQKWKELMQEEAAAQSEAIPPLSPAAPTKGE
* marks the source's active call; other numbers are inactive results; & = joins results of further samples.

SMILES | TbREL1 inh
Cc1ccc(N(Cc2ccco2)C(=O)c2cccc(S(=O)(=O)N(C)C)c2)cc1 | -0.4
CCCCNC(=O)NNC(=O)c1ccoc1C | 1.6
COc1ccc(C)cc1-n1nnnc1SCc1nc2ccccc2c(=O)[nH]1 | 1.9
Cc1ccc(N2C(=O)C3C4C=CC(CNC(=S)Nc5ccc(F)cc5)(O4)C3C2=O)cc1 (stereo not given) | -1.7
COc1ccc(NC(C)=O)cc1S(=O)(=O)Nc1ccccc1C(=O)NCCc1ccccc1 | 1.0
NC(=O)CC1SC(N)=NC1=O (stereo not given) | -0.5
Nc1cc(OC(=O)c2cccs2)nn1S(=O)(=O)c1ccccc1 | 0.8
O=C(CN1C(=O)NC2(CCSC2)C1=O)N1CCN(c2ccc(F)cc2)CC1 (stereo not given) | 0.3
COc1cccc(C(=O)Nc2ccc(N3CCN(S(C)(=O)=O)CC3)cc2)c1 | -2.2
O=C(COc1ccc(Br)cc1)Nc1cc(S(=O)(=O)N2CCCCC2)ccc1N1CCCCC1 | 1.3
COc1cccc(NC(=O)COC(=O)COc2ccccc2[N+](=O)[O-])c1 | 2.1
O=C(Cc1ccc(S(=O)(=O)N2CCOCC2)s1)NCCOc1ccccc1F | -3.3
CCOC(=O)c1cc(NC(=O)c2cnccn2)cc(C(=O)OCC)c1 | 0.4
O=C(CSc1nnc(COc2ccc(Cl)cc2)n1Cc1ccco1)Nc1cccc2ccccc12 | -1.9
O=C(Nc1ccnn1C1CCN(Cc2cccc(F)c2F)CC1)C1CCCC1 | -0.7
CSc1ncccc1C(=O)Nc1nccs1 | 3.5
Cc1ccc(NC2OC(C(O)CO)C(O)C2O)cc1[N+](=O)[O-] (stereo not given) | 0.4
O=C(/C=C/c1ccco1)OCC(=O)N1CCCCC1 | -0.8
O=C(NN=C1CCCC1)c1ccc(O)cc1O | 2.5
Cc1ccc(/C=N/NC(=O)Cn2nc(C)c(Br)c2C)o1 | 2.3
CCN1CCN(CCOc2ccc(Cl)cc2)CC1 | 3.9
CCOC(=O)C1CCCN(CCC(=O)Nc2cc(C)cc(C)c2)C1 (stereo not given) | -3.1
CN(C)S(=O)(=O)c1ccc(Cl)c(C(=O)NNC(=O)Cc2nc3ccccc3n2C)c1 | 3.5
COc1ccc(Oc2nnc(-c3ccccc3)cc2C#N)cc1 | 1.0
COC(=O)[C@H](CCSC)NC(=O)c1cc2c(cn1)[nH]c1ccccc12 | 6.3
O=C1CC(N2CCN(C/C=C/c3ccccc3)CC2)C(=O)N1Cc1cccs1 (stereo not given) | -0.7
CCN(C(=O)c1cc(Cl)ccc1OC)c1ccccc1 | -1.9
COc1ccc(-n2nc(C)c3onc(C)c3c2=O)cc1 | -0.5
CCOc1ccc(N(CC(=O)Nc2cccc(OC)c2)S(=O)(=O)c2c(C)noc2C)cc1 | -0.1
O=C(c1ccco1)N1CCN(c2nc(-c3ccc(F)cc3)cs2)CC1 | -0.6
COc1cccc(NC(=S)NC2CC3CCCC(C2)N3CC(C)C)c1 (stereo not given) | 1.7
Cn1cc(CCCC(=O)NCc2ccc(F)cc2)c2ccccc21 | -11.1
Cc1ccc(C(C(=O)NC2CCCCC2)N(C(=O)Cc2c[nH]c3ccccc23)c2ccccc2)o1 (stereo not given) | -4.8
COc1ccc(NC(=O)CSc2ncnc3scc(-c4ccc(C)cc4)c23)cc1OC | -1.1
O=C(Cn1c(=O)n(CC2CCCO2)c(=O)c2ccccc21)c1ccc(Cl)c(Cl)c1 (stereo not given) | 0.2
CN(C)c1nc(NS(=O)(=O)c2ccc(Cl)cc2)nc(N(C)C)n1 | 2.0

Gathered by group, the compounds so far containing an aryl thioether with sulfur outside any ring (four)
SMILES | TbREL1 inh
COc1ccc(C)cc1-n1nnnc1SCc1nc2ccccc2c(=O)[nH]1 | 1.9
O=C(CSc1nnc(COc2ccc(Cl)cc2)n1Cc1ccco1)Nc1cccc2ccccc12 | -1.9
CSc1ncccc1C(=O)Nc1nccs1 | 3.5
COc1ccc(NC(=O)CSc2ncnc3scc(-c4ccc(C)cc4)c23)cc1OC | -1.1

(cont.)
SMILES | TbREL1 inh
CC(C)(C)[C@H]1C=C(C(=O)N2CCOCC2)O[C@@H](OCc2ccc(CO)cc2)C1 | -1.1
Cc1ccc(C2/C(=C(\O)c3ccc4c(c3)OCCO4)C(=O)C(=O)N2CC2CCCO2)cc1 (stereo not given) | -1.6
CCCN(CCC)C(=O)Cn1c(=O)n(CCC(=O)NCCc2ccccc2)c(=O)c2ccccc21 | -1.3
C=CCn1c(COc2ccccc2)nnc1SCC(=O)Nc1ccc(Oc2ccccc2)cc1 | 1.0
Cc1ccc(CNC(=O)c2ccc[nH]2)cc1 | 2.6
COc1cccc(CN(Cc2ccco2)S(=O)(=O)c2ccc(S(=O)(=O)NCc3ccccc3)cc2)c1OC | 0.6
O=C(C[C@H]1C/C=C\C[C@@H](Cc2ccc(F)cc2)C(=O)O[C@@H](c2ccccc2)CNC1=O)NCCO | -3.7
COc1ccc(NC(=O)Nc2nnc(N3CCC(C)CC3)s2)cc1OC | 3.8
O=S(=O)(NN1CCOCC1)c1ccc(Br)s1 | 6.2
Cc1cccc(-n2nnnc2SCC(=O)N(CC(C)C)c2c(N)n(CC(C)C)c(=O)[nH]c2=O)c1 | 0.0&6.7
Cc1ccc(CSc2nn3c(=O)c(C)nnc3s2)cc1 | 1.9
COc1ccc(C(C(=O)NC2CCCC2)N(Cc2cccnc2)C(=O)Cc2cccs2)c(OC)c1 (stereo not given) | 4.6
COc1ccc(-c2cc(-c3nnc(SCC(=O)Nc4ccc(OCc5ccccc5)cc4)n3N)[nH]n2)cc1 | -0.1
COc1ccc2[nH]c(C)c(CCN(Cc3cccs3)C(=S)Nc3ccccc3)c2c1 | 5.5
COC(=O)C1=C(COc2ccccc2)NC(=O)NC1c1ccc(Cl)cc1 (stereo not given) | 3.0
Cc1ccc(C2CC(c3ccccc3)n3ncnc3N2)cc1 (stereo not given) | -2.0
CCOC(=O)c1c(N)sc(C(=O)N(CC)CC)c1C | -3.0
O=C(C1CCCC1)N1CCC(CC2CC(c3cccc(Br)c3)=NO2)(C(=O)NCC2CCCCC2)CC1 (stereo not given) | 4.9
Cc1cccc(-n2cnc3cc(C(=O)N4CCCCC4)ccc32)c1 | 0.7
CC(C)CN1C(=O)C(=O)N(CC(=O)NCc2ccc3c(c2)OCO3)C1=O | -1.2
CC1CCc2c(sc(NC(=O)Cn3nc(C(F)(F)F)c4c3CCCCC4)c2C#N)C1 (stereo not given) | -2.6
CC(=O)c1c(C(C)=O)c(C)n(-c2cccc([N+](=O)[O-])c2)c1C | -0.2
Cc1ccccc1CCN(C(=O)c1csnn1)C(C(=O)NC1CCCC1)c1ccncc1 (stereo not given) | 3.2
CCCN1C=CC(=C2C(=O)c3ccccc3C2=O)C=C1 | 3.7

Part of the list above in order of molecular weight, low to high.
SMILES | TbREL1 inh
CCCN1C=CC(=C2C(=O)c3ccccc3C2=O)C=C1 | 3.7
CC(C)CN1C(=O)C(=O)N(CC(=O)NCc2ccc3c(c2)OCO3)C1=O | -1.2
COc1ccc(-c2cc(-c3nnc(SCC(=O)Nc4ccc(OCc5ccccc5)cc4)n3N)[nH]n2)cc1 | -0.1

(next part)
SMILES | TbREL1 inh
CCc1noc(C)c1C(=O)N1CCCSC1=Nc1ccccc1Cl | 0.8
Cc1ccc(OCC(=O)O/N=C(\N)c2cccnc2)cc1 | 2.9
COc1ccc(NC(=O)C2CCCN(S(=O)(=O)c3ccc(-n4cnnn4)cc3)C2)cc1 (stereo not given) | -0.6
COc1ccc(NS(=O)(=O)c2cc(NC(=O)CCNC(C)=O)ccc2N2CCCCC2)cc1 | -0.5
CCC(C(=O)Nc1nnc(-c2ccco2)s1)c1ccccc1 (stereo not given) | 0.4
O=C(O)CSc1cccnc1Sc1ccc(Cl)cc1 | 4.5
Cc1cccc(-n2ncc3c(NCCN4CCOCC4)ncnc32)c1 | -0.6
S=C(Nc1ccccc1Cl)N(Cc1ccccc1)Cc1cccnc1 | -4.3
Cc1noc2ncnc(Oc3ccccc3Cl)c12 | -0.9
Cc1cccc(-n2c(SCC(=O)N3CCCC3)nc3n[nH]c(C)c3c2=N)c1 | -1.6
CC1CC(C)(C)NC(=S)N1CCC(=O)N1CCc2ccccc2C1 (stereo not given) | -3.8
COc1ccc(S(=O)(=O)N(CC(=O)Nc2cc(C)on2)Cc2ccccc2)cc1 | -0.6
CSCC[C@H](NC(=O)Nc1cccc(Br)c1)C(=O)O | 0.9
Cc1ccccc1CN1CCNC(=O)C1CC(=O)O (stereo not given) | -1.8
COC(=O)C1[C@H]2SC(C)(C)C(C(=O)OC)N2C(=O)N1Cc1nc2ccccc2s1 (stereo not given in full) | 6.5
Cn1cc(C(=O)NS(=O)(=O)Nc2ccc(Br)cn2)c2ccccc21 | 7.7
COc1ccc(/C=C/C(=O)Nc2ccc(C)cc2)cc1S(=O)(=O)N1CCOCC1 | 0.1
Cc1cccc(N2C(=O)C3C(c4ccccc4)OC4(C(=O)c5ccccc5C4=O)C3C2=O)c1 (stereo not given) | -1.6
CCOC(=O)N1CCN(C(=O)c2ccc3c(c2)N=C(CC)c2cc(C)ccc2S3)CC1 | 4.6
COc1ccc(Cn2ccc3ccc(-c4ccc5ccn(C(=O)c6ccccc6OC)c5c4)cc32)cc1 | -4.0
CCOC(=O)c1[nH]c(=O)[nH]c1CSCCO | 2.8
Cc1nc(-c2nnc(-c3ccccc3)o2)c(C(F)(F)F)o1 | 2.7
Cc1c(CN(C)C(=O)c2sc3cc(Cl)ccc3c2Cl)cnn1C | -2.8
NC(=O)c1cc(N2C(=O)C3CC=CCC3C2=O)ccc1N1CCCCC1 (stereo not given) | 2.7
CCCn1c(N2CCN(S(=O)(=O)Cc3ccccc3)CC2)nc2ccccc21 | -0.5
CC(C)(C)NC(=O)CN(C(=O)CS(=O)CC(=O)Nc1ccc(F)cc1)c1ccccc1F (stereo not given) | -0.6
COc1ccccc1NC(=O)C(C)OC(=O)COc1cccc2c1OC(C)(C)C2 (stereo not given) | 0.7
Cc1occc1-c1nnc(SCC(=O)Nc2ccccn2)n1-c1ccccc1 | -2.1
COc1ccc(C(CNC(=O)c2ccc(NS(=O)(=O)c3cccc([N+](=O)[O-])c3)cc2)N2CCOCC2)cc1 (stereo not given) | -0.3
COc1ccc(NC(=O)c2sc(=O)n(Cc3ccccc3C#N)c2C)cc1OC | 2.4
Fc1ccc(-c2cc(-c3nnc4sc(Cc5cccs5)nn34)[nH]n2)cc1 | 2.8
CCCn1c(SCC(=O)N2CCCC2)nc2c1c(=O)n(C)c(=O)n2C | 2.4
Cc1ccc(CNc2nc3ccccc3s2)s1 | 6.3
Cc1cc(C(=O)NC2CC(C)(C)Cc3c2cnn3-c2ccc(F)cc2)no1 (stereo not given) | 1.3
C=CCn1c(=O)c(C(=O)Nc2ccccc2O)c(O)c2ccccc21 | 8.4
O=C(c1ccc(S(=O)(=O)N2CCOCC2)cc1)N1CCN(c2ccccc2)CC1 | -1.7
Cc1ccc(C2C(=O)N(C3CCCC3)CC(=O)N2C2CCCCC2)cc1 (stereo not given) | 6.2
c1nc2sc3c(c2c2nnnn12)CCCC3 | 0.8
CCCOCCOC(=O)c1[nH]c2c(c1C)C(=O)CC(c1cc(OC)ccc1OC)C2 (stereo not given) | -2.2
COc1ccc(C(=O)N/N=C(\C)c2ccc(NC(=O)Cc3ccccc3)cc2)c(OC)c1 | -0.1
Cn1c(-c2ccc(F)cc2)cnc1NCc1cccc(F)c1 | 7.1
COc1ccc(O)c(CN2CCC(n3nccc3NC(=O)C3CCCC3)CC2)c1 | -1.9
COc1cccc(C2=NOC(C(=O)N3CCN(Cc4ccccc4)CC3)C2)c1OC (stereo not given) | -0.2
Cc1ccnc2nc(C(=O)OCC(=O)NC3CCC(C)CC3)nn12 (stereo not given) | -1.3
Cn1c(CSCc2ccccc2)n[nH]c1=S | -0.8
CCc1ccc(-c2nc(CN3CCC(C(=O)N4CCN(c5ccccc5)CC4)CC3)c(C)o2)cc1 | -2.0
COC(=O)c1cc(-c2ccc(C)cc2)c(=O)n2c1CCC2 | 8.8
c1ccc2oc(-c3ccc(Nc4nc(N5CCOCC5)nc(N5CCOCC5)n4)cc3)nc2c1 | 0.4
COc1ccccc1N(CC(=O)NCC1CCCO1)C(=O)CNS(=O)(=O)c1ccccc1 (stereo not given) | -1.7
Cc1ccc(C)c(N2C(=O)CS/C2=N\NC(=O)c2ccccc2Cl)c1 | -0.4
COc1ccccc1NC(=O)c1sc2nc(C)cc(C)c2c1N | -1.7
COc1ccc(OCCN2CCN(C(=O)c3ccc(OC)c(OC)c3)CC2)cc1 | 0.9
CCCCNc1ccc2oc(-c3ccc(OC)cc3)c(-c3ccc(OC)c(F)c3)c2c1 | -0.7
CCN(CC)Cc1nc2nc(Cl)c(Cl)nc2[nH]1 | 3.2
Cn1c(SCC(=O)NC2CCCC2)nnc1-c1ccncc1 | 1.3
Cc1cc(SCC(=O)Nc2ccccc2)n2ncc(-c3ccccc3)c2n1 | 3.3
FC(F)(F)c1cc(-c2ccco2)nc(N2CCN(Cc3ccccc3)CC2)n1 | 5.9
COc1cc(C(=O)N/N=C\c2ccccc2)c([N+](=O)[O-])c(OC)c1OC | -1.9
COc1ccc(NC(=O)C2CCN(c3cc(-c4ccccc4)nc4ncnn34)CC2)cc1OC | -1.0
CCOC(=O)C1CCN(C(=O)COc2ccc(Br)cc2)CC1 | 0.1
CCCCNC(=O)C1(C)CCN1Cc1cc(C)ccc1C (stereo not given) | -1.8
O=C(NCc1nc2ccccc2[nH]1)c1cccc(S(=O)(=O)N2CCCCC2)c1 | 1.1

Looked up by compound from above:
SMILES | TbREL1 inh
COc1ccc(NC(=O)C2CCN(c3cc(-c4ccccc4)nc4ncnn34)CC2)cc1OC | -1.0
Cc1cc(SCC(=O)Nc2ccccc2)n2ncc(-c3ccccc3)c2n1 | 3.3
COc1ccccc1NC(=O)c1sc2nc(C)cc(C)c2c1N | -1.7
COc1ccc(OCCN2CCN(C(=O)c3ccc(OC)c(OC)c3)CC2)cc1 | 0.9
O=C(NCc1nc2ccccc2[nH]1)c1cccc(S(=O)(=O)N2CCCCC2)c1 | 1.1
COc1ccccc1N(CC(=O)NCC1CCCO1)C(=O)CNS(=O)(=O)c1ccccc1 (stereo not given) | -1.7

Source: PubChem

This is a subset; count on the stated rates, not on these rows.
